MPTP inh – mitochondrial permeability transition pore inhibitors, primary screen, biochemical, isolated mouse mitochondria, absorbance | Ca2+ swelling absorbance, 30 min | inhibition, % at 10 µM | 360,000 tested, 1.4% active;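 active = inhibition of 50% or more, scaled per plate between neutral and stimulator controls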;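 note: 0% = DMSO wells given calcium and 100% = 1 mM EGTA wells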
SENP1 FRET inh – human SENP1 catalytic domain inhibitors, primary screen, biochemical, FRET, uHTS; Sentrin-specific protease 1 (Homo sapiens), Q9P0U3; recombinant SENP1 catalytic domain, CyPet-SUMO1-YPet FRET cleavage; inhibition, % at 10 µM; 360,000 tested, 0.21% active; AID 624204, 2012;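 active = inhibition at least 30% at 10 µM, raw YFP signal under a set limit, fluorescence ratio 0.5 to 1.5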;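 note: 0% = enzyme with DMSO and 100% = no enzyme wells; some results filed as inactive read as strong as hits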
Target sequence (Q9P0U3 419-644 limits assumed): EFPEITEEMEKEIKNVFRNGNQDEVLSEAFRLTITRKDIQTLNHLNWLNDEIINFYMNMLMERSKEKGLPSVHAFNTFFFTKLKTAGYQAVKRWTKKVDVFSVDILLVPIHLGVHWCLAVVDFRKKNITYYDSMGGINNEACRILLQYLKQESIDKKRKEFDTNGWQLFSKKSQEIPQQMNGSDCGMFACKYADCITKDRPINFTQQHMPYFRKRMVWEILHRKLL
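System: Recombinant human SENP1 catalytic domain, His6-tagged | Incubation: Enzyme reaction for 50 min at room temperature, dark | Medium: Tris pH 8 with BME, BSA, NP40 and catalase | Also added: 25 nM SUMO1 FRET substrate | Compound: 10 µM single point, 0.5% DMSO | Measured by: FRET fluorescence in CFP and YFP emission channels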
SENP6 block – SENP6 protease inhibitors, primary screen, biochemical, luminescence, uHTS | 330,000 tested, 1.8% active | Sentrin-specific protease 6 (Homo sapiens), Q9GZR1 | inhibition, % at 10 µM | AID 2599, 2010 | Recombinant SENP6 catalytic domain, aminoluciferin luminescence;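 active = inhibition above about 50% at the single tested dose, limit read from the data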;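 note: plate controls were DMSO wells with enzyme for no effect and DMSO wells lacking enzyme for full effect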
NR3A LBD binder – binders of NR3A ligand-binding domain, primary screen, biophysical, differential scanning fluorimetry, uHTS | Glutamate receptor ionotropic, NMDA 3A (GRIN3A) ligand-binding domain | NR3A LBD differential scanning fluorimetry, Tm shift; 0% = protein alone, 100% = glycine-bound protein | Tm shift relative to glycine control, % at 25 µM | 340,000 tested, 2.5% active;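 active = melting temperature shift of at least 10% of the positive control shift, at one fixed dose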
ATG4B inh – ATG4B protease inhibitors, primary screen, biochemical, fluorescence, uHTS; Cysteine protease ATG4B (Homo sapiens), Q9Y4P1; ATG4B cleavage of LC3-PLA2, NBD-HPC fluorescence, 1 h; inhibition, % at 8.33 µM; 340,000 tested, 0.51% active; in the data active = inhibition above about 40%
Target sequence (Q9Y4P1 whole entry, looked up): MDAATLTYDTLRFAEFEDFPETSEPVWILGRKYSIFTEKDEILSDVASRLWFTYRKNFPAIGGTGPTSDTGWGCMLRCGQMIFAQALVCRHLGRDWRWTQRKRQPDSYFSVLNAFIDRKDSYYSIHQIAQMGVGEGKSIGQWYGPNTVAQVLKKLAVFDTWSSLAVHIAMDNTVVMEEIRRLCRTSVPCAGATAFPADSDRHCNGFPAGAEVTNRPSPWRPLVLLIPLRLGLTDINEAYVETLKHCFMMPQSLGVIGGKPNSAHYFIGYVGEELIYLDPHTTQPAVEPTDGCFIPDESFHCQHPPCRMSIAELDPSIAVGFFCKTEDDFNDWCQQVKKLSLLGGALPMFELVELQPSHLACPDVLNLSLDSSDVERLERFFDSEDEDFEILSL
SENP8 inh – human SENP8 protease inhibitors, primary screen, biochemical, fluorescence, Nedd8 protein substrate, uHTS | 360,000 tested, 0.64% active | inhibition, % at 20 µM | AID 602440, 2012 | recombinant SENP8; in the data active = inhibition mostly above about 40%, no sharp cut-off; inactive = mostly below about 27%
Target sequence (Q96LD8 whole entry, looked up): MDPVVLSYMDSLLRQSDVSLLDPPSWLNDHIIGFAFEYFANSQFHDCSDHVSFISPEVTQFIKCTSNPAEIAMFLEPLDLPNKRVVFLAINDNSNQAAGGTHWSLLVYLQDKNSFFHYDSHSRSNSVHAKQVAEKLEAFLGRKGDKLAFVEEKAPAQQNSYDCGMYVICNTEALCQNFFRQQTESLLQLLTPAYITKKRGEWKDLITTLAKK
hIAP act – human IAP activators, primary screen, biochemical, luminescence, uHTS; activation factor at 10 µM; 330,000 tested, 0.16% active; AID 2524, 2010; purified human IAP, CDP-Star luminescence, 30 min; stronger effect = higher value; 1 = vehicle-only enzyme, 0 = enzyme-free background;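 active = activation factor of the enzyme at least 2-fold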; note: the source names both 10 and 20 µM as test concentration; values of inactives mirror those of a sister screen read the other way
PfG6PD inh – PfG6PD enzyme inhibitors, primary screen, biochemical, fluorescence intensity, uHTS | glucose-6-phosphate dehydrogenase-6-phosphogluconolactonase (Plasmodium falciparum 3D7) | PfGluPho enzyme, NADPH resazurin-diaphorase fluorescence | inhibition, % at 20 µM | 350,000 tested, 0.78% active;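 active = inhibition reaching at least a set limit at 20 µM in the primary screen, cut at about 59% in these data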;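 note: 0% = DMSO wells with substrate and 100% = DMSO wells lacking glucose-6-phosphate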
The depositor's hits bear a star; nt = no result given. Not a hit list (roughly 6.7% active in at least one column).

SMILES	MPTP inh	SENP1 FRET inh	SENP6 block	NR3A LBD binder	ATG4B inh	SENP8 inh	hIAP act	PfG6PD inh
CN(Cc1nccs1)C(=O)C1CCC(=O)N(CCCc2ccccc2)C1 (stereo not drawn)	-0.8	0	-8	0	0	18	1.2	0
O=C(Nc1cccc(S(=O)(=O)N2CCCCC2)c1)c1ccc2ncsc2c1	11	-14	0	-4	3	-10	0.95	13
O=C1OCCN1C(=O)[C@H]1[C@H](c2ccccc2)C(c2ccc(F)cc2)=NN1c1ccccc1	-2.7	-20	nt	-7	8	-392	nt	17
Cc1cc2cc(CNS(=O)(=O)N(C)C)ccc2[nH]1	1.0	-27	4	-5	-9	-36	0.86	8
O=[N+]([O-])c1ccc2nc(-c3ccccn3)[nH]c2c1	0.5	6	56*	-3	-8	16	1.4	22
O=C(COc1cccnc1[N+](=O)[O-])N1CCC(Cc2ccccc2)CC1	-1.0	1	1	-2	5	6	1	-5
Cc1cc(S(=O)(=O)Nc2ccc3cn[nH]c3c2)c(C)cc1Cl	3.6	0	-11	-10	-19	21	0.83	21
CC1CCc2sc(C(=O)N(C)CC(=O)Nc3cccc(F)c3)cc2C1 (stereo not drawn)	-1.0	0	7	-12	7	-8	0.98	7
Cc1ccc(C(=O)C2=C(O)C(=O)N(Cc3cccnc3)C2c2cccc(Oc3ccccc3)c2)o1 (stereo not drawn)	nt	nt	12	0	2	nt	1.2	-40
Cc1ccc(Cn2cnc3c(cnn3C(C)(C)C)c2=O)cc1	0.7	-2	-5	0	1	4	1.1	3
CCCCNc1cc(C)nc(NCc2ccccc2)n1	104*	-3	-20	-4	-4	-12	1	-5
Cc1ccc([C@H]2C[C@H](O)[C@@H](n3cc(COC(=O)c4ccccc4)nn3)CN2CC2CCCCC2)cc1	-2.6	1	nt	nt	nt	8	nt	27
CCn1nnc(NC(=O)c2cccnc2)n1	-8.0	0	-14	-1	-1	26	1.2	7
Cc1cc2nc(SCC(=O)O)nc(C)c2cc1C	0.5	1	-42	0	2	-21	0.89	-17
Cc1oc(-c2ccc(Cl)cc2)nc1CN1CCC(C(=O)NCCCN2CCOCC2)CC1	-2.6	-4	-2	-5	3	2	1.1	-2
O=C(NCC1CCCN1S(=O)(=O)c1cccs1)C(=O)Nc1ccccc1F (stereo not drawn)	0.0	-12	nt	nt	nt	15	nt	-1
COc1ccc(NC(=O)C2C3C=CC4(O3)C2C(=O)N(CCCN2CCCC(C)C2)C4C(=O)NC2CCCCC2)cc1 (stereo not drawn)	-1.8	-5	6	-1	-3	8	1.1	3
COc1ccc(CNCc2ccc(F)cc2)c(OC)c1	1.3	-1	-5	0	2	-1	1	8
COc1ccc(OCC(=O)O/N=C(\N)Cc2ccc(Cl)cc2Cl)cc1	-0.6	1	-17	-7	-2	16	0.85	4
O=C(COc1ccc(Br)cc1)Nc1nc(-c2cccnc2)cs1	2.5	-25	-11	-2	13	-42	1	16
Cn1c2c(c(=O)n(C)c1=O)CN(CCCN1CCOCC1)CN2	0.3	1	2	-1	-1	-4	1.1	-15
Cc1ccc(S(=O)(=O)N(C)C)cc1NC(=O)CCCNC(=O)c1ccc(Cl)cc1	-0.8	-1	-12	-1	2	16	1.1	9
CCn1cc(C(=O)NCCCN2CCC(C)CC2)c(=O)c2cc(S(=O)(=O)N(C)C3CCCCC3)ccc21	-0.5	2	-8	-2	-6	17	1.3	-8
COc1ccccc1NS(=O)(=O)c1c(C(=O)N2CCCC2)c(C)n(C)c1C	-1.7	2	-3	-2	1	0	0.98	13
NS(=O)(=O)c1ccc(CNC(=O)c2cc(=O)c3cc(Cl)ccc3o2)cc1	1.9	3	-8	1	2	15	0.84	3
CN(C)c1ccc(/C=C(\NC(=O)c2ccccc2)C(=O)NCCCn2ccnc2)cc1	-0.5	-1	-16	-1	-7	-60	0.89	-5
C#Cc1ccc([C@H]2C=C(C(=O)NCc3nc4ccccc4[nH]3)O[C@@H](OCC)[C@@H]2CCCO)cc1	-2.9	0	-11	-3	-7	-25	1.1	-8
CC(NS(=O)(=O)c1cccc(C(=O)N(C)Cc2ccc(N3CCOCC3)cc2)c1)c1ccccc1 (stereo not drawn)	-1.2	-1	nt	4	-10	17	nt	-17
O=C(C1CCCN(S(=O)(=O)c2cnc[nH]2)C1)N1CCN(Cc2ccccc2)CC1 (stereo not drawn)	-0.7	0	3	1	-2	10	0.96	-6
O=C(N/N=C/c1cccs1)c1cc(-c2ccc(Cl)s2)[nH]n1	-0.9	-2	-12	33*	5	-6	2*	1
O=C(Cc1cccs1)Nc1ccc(S(=O)(=O)Nc2ncccn2)cc1	-11	-4	-8	-2	11	16	0.91	-20
CCOC(=O)Cn1c2ccc(OC)cc2c2nc3ccccc3nc21	1.3	62	6	-3	-3	58*	1.1	9
O=C(CN1CCN(Cc2ccccc2)CC1)Nc1cccc(Cl)c1	-1.0	0	-2	1	-4	14	1.2	-6
COCCN(C(=O)CSc1nc2ccc(C)cc2[nH]1)c1c(N)n(Cc2ccccc2)c(=O)[nH]c1=O	-0.1	-1	6	-3	-6	0	1	6
CCN(CC)c1ccc(NC(=O)CSc2nc(C)cc(=O)[nH]2)cc1	-0.2	2	6	0	-4	15	0.76	-11
Nc1nc(C(=O)N2CCOCC2)nn1S(=O)(=O)c1ccccc1	-2.0	2	5	0	-3	31	0.89	-11
CCc1cccc(CC)c1NC(=O)NC1CCCCC1	-1.1	1	-4	13*	1	4	1	-4
O=C(OCc1nc2ccc(Cl)cc2n1CCO)c1ccc(O)cc1	-0.7	-3	-1	-9	-11	-4	1.1	-1
O=C(Cn1cnc2c(nnn2-c2ccc(F)cc2)c1=O)N1CCCC1	-1.8	-1	-19	1	2	8	1	-5
CC(C)(C)c1ccc(CSc2nnc(-c3ccccn3)n2Cc2ccco2)cc1	-0.6	-2	6	20*	31	7	0.94	37
O=C(c1ccccc1)C1OC1C(=O)c1ccccc1 (stereo not drawn)	1.6	0	nt	-2	-5	-1	nt	10
Cc1nc(C(=O)NNC(=O)c2cccc(Cl)c2)c(C(F)(F)F)o1	1.0	3	-7	-1	-1	6	1.4	5
COc1ccc(-c2nnnn2C)cc1S(=O)(=O)Nc1ccc(C)cc1C	-1.5	0	-3	-2	-2	12	1.1	4
Cc1oc(-c2cc(F)ccc2F)nc1CN(C)Cc1ccc2nccnc2c1	-0.9	-14	-11	-1	19	-20	0.91	-12
CCc1nnc(NC(=O)CCN(c2ccc(C)cc2)S(=O)(=O)c2ccccc2)s1	-1.0	1	nt	-2	-4	15	nt	10
CCCCn1nc(C(=O)Nc2ccc3c(c2)OCCO3)c2ccccc2c1=O	-1.9	2	-5	0	-1	12	1.1	-7
CCC(=O)OCC(=O)c1cc(C)n(-c2ccc(Br)cc2)c1C	1.0	0	-24	-3	-4	13	1	48
O=C(COC(=O)c1ccccc1O)NCC1COc2ccccc2O1 (stereo not drawn)	-0.5	2	-8	1	1	12	0.97	-8
Cc1ccc(C(=O)O/N=C/C2=C(Cl)c3ccccc3CC2)cc1	1.4	2	-15	-2	0	9	0.86	6
Cn1c(=O)oc2cc(S(=O)(=O)CCC(=O)N3CCN(c4ccccc4F)CC3)ccc21	0.3	-1	-4	1	-4	12	1.3	-12
CN(C)c1ccc(P(=O)(Nc2cccc(C(F)(F)F)c2)N2CCOCC2)c(NC(=O)c2cccs2)c1 (stereo not drawn)	10	-19	11	-4	6	-1	1.1	23
CCCCCC(=O)NNC1=NCC(Cc2cccc(Cl)c2)S1 (stereo not drawn)	1.7	1	-6	0	13	15	1.5	0
CC(C)CC(=O)NC(=S)Nc1ccc(NC(=O)c2ccco2)cc1	1.1	-1	2	19*	-2	6	0.95	6
COc1ccc(CN(C)CCCn2cnc3c(OCc4ccccc4)ncnc32)cc1OC	-0.3	0	nt	-2	-6	11	nt	-4
Nn1c(SCC(=O)NC2CCCCC2)nnc1C1CC1	-1.4	2	-4	-3	-8	25	1.1	-4
CCOC(=O)C1=C(C)Nc2nc(SCC)nn2C1c1ccc(OC)cc1 (stereo not drawn)	0.1	1	-3	4	4	21	1.2	-18
CCc1nc2ccccc2c(C(=O)OCC(=O)N2CC(C)OC(C)C2)c1C (stereo not drawn)	-2.5	0	2	-1	-11	11	1	-6
CCOC(=O)c1nnc(-c2ccccc2)nc1NCc1ccccc1	4.1	0	0	3	3	14	0.92	13
Cc1nnc(SCC(=O)NNC(=O)c2ccc(Cl)cc2)n1CC1CCCO1 (stereo not drawn)	1.9	2	-12	-1	5	19	1	-13
COc1ccc(C)cc1NC(=O)CN1C(=O)C(=O)N(C2CCCC2)C1=O	0.3	0	-14	0	2	4	1	-10

Other compounds:
SMILES	MPTP inh	SENP1 FRET inh	SENP6 block	NR3A LBD binder	ATG4B inh	SENP8 inh	hIAP act	PfG6PD inh
O=C(/C=C/c1ccc(Cl)cc1)Nc1ccc(Br)cn1	0.7	3	40	0	6	-124	1.1	-4
CCN(CC)CCCN(Cc1cc2cc3c(cc2[nH]c1=O)OCO3)C(=S)Nc1ccccc1OC	-0.8	1	-3	-2	4	-368	1	12
Cc1nnc(Nc2ccccc2F)s1	2.0	2	8	-1	-1	4	0.87	-5
Cc1cccc(N(CC(=O)NCc2ccco2)C(=O)CNS(=O)(=O)c2ccc(F)cc2)c1	1.3	-36	-39	-3	-1	-22	1.2	-21
O=S(=O)(Nc1cc(S(=O)(=O)N2CCOCC2)ccc1NCC1CCCO1)c1ccccc1F (stereo not drawn)	-0.6	0	-9	2	-29	2	0.95	13
COc1cccc(N=Cc2ccc(O)cc2O)c1	0.5	36*	-12	-3	9	14	0.98	6
Cc1ccc(OCC(O)CN2CCN(CC(O)COc3ccc(C)cc3Cl)CC2)c(Cl)c1 (stereo not drawn)	1.8	-1	-20	-1	1	10	1.1	5
O=C(Nc1ccccc1C(=O)Nc1nnc(C(F)(F)F)s1)c1ccccc1	0.7	0	-48	4	10	-136	1.2	74*
CCN(CC)CCNC(=O)c1cn(CC)c2cc(N3CCN(C(=O)c4ccco4)CC3)c(F)cc2c1=O	1.4	-3	-24	2	-5	-402	0.74	13
Cc1ccsc1CN(C)CC(=O)Nc1cccc(S(=O)(=O)N(C)c2ccccc2)c1	0.1	1	-12	-1	-2	11	1.1	10
Cc1ccc(OCC(=O)NS(=O)(=O)c2ccccc2)cc1	0.7	-1	4	-2	-2	2	1	-9
Clc1cccc(Cl)c1C[n+]1cccc2ccccc21	1.6	62	2	0	-8	-42	0.94	7
COc1ccc2c(c1)C1=NN(/C(C)=C\C(C)=O)C(c3ccccc3)C1CC2 (stereo not drawn)	2.3	-75	28	-17	8	-178	0.86	-1
CCN1C(=O)c2ccc(C(=O)NCc3ccco3)cc2C1=O	0.5	1	-10	1	-6	10	0.88	12

From PubChem BioAssay
